KDM4C inh: blocks human GASC-1 (KDM4C) demethylase activity | AID 720574 | GST-KDM4C 2-372, H3K9me3 peptide, LANCE TR-FRET | inhibition, % at 12.5 µM | actives 0.15% (n = 96,000);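 active = mean replicate inhibition above about 25%, with at least 55% of replicates also reaching it, limit read from the data, passing the limit was not always enough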
Target sequence (Q9H3R0 2-372 limits assumed): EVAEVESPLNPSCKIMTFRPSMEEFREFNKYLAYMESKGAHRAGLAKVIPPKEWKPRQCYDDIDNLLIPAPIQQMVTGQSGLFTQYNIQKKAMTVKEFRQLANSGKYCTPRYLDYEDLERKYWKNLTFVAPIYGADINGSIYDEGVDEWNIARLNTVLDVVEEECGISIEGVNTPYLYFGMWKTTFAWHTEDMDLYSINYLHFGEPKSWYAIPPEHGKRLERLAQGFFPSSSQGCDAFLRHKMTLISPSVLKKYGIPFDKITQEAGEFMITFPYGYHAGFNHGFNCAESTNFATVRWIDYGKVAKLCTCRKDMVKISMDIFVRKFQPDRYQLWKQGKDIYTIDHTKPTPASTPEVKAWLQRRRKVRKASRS
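Compound: one test concentration per compound; Material: GST-GASC-1 enzyme fragment 2-372; Amount: GASC-1 enzyme at 10 nM final in reaction; Also added: H3K9me3 peptide substrate, Fe(II), 2-oxoglutarate; Technique: LANCE TR-FRET; Times: 30 min demethylation and 1 h detection at room temperature.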
C diff HTS: inhibitors of Clostridium difficile growth. Clostridium difficile clinical isolate growth, OD600, 24 h; hits give low values. growth activity, negative = inhibition, % at 16 µg/mL (by protocol). actives 0.25% (n = 86,000). AID 1259249;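 active = mean growth activity at or below -80% and every replicate also at or below -80%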;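 also: 0% = DMSO wells and -100% = levofloxacin 16 µg/mL wells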
Pf Dd2 inh: inhibitors of Plasmodium falciparum Dd2 growth. actives 2.3% (n = 94,000). P. falciparum Dd2 growth, SYBR Green, 72 h; hits give low values. activity change, % at 10 µM; in the data active = activity change below about -80%
T cruzi growth: inhibitors of T. cruzi proliferation | T. cruzi beta-gal in NIH3T3, GalScreen luminescence, 90 h | inhibition, % at 8.34 µM | actives 5.9% (n = 77,000);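 active = mean inhibition above about 93%, with at least 55% of replicates each passing it, limit read from the data, passing the limit was not always enough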
Numbers without * were called inactive; . = no result given; & = joins results of further samples.

Key to letters: A = KDM4C inh; B = C diff HTS; C = Pf Dd2 inh; D = T cruzi growth
C[C@@H]1CN([C@H](C)CO)C(=O)c2cc(NC(=O)Nc3ccc4c(c3)OCO4)ccc2O[C@@H]1CN(C)CC1CCCCC1
  A: -0.3; B: 7; C: 32; D: -23
C[C@@H]1CN([C@H](C)CO)C(=O)c2cc(NC(=O)c3ccncc3)ccc2O[C@H]1CN(C)C(=O)Nc1ccc(F)cc1
  A: -1.2; B: 5; C: 4; D: 10
O=C(C[C@@H]1C[C@H]2c3cc(NC(=O)c4ccc5c(c4)OCO5)ccc3O[C@H]2[C@@H](CO)O1)NCc1cc(F)ccc1F
  A: -0.1; B: .; C: 13; D: 39
C[C@H](CO)N1C[C@H](C)[C@H](CN(C)CC2CC2)OCCCC[C@H](C)Oc2ccc(NC(=O)c3ccccc3)cc2C1=O
  A: -1.1; B: -7; C: -62; D: 54
C[C@@H]1CN([C@H](C)CO)S(=O)(=O)c2ccc(-c3ccccc3)cc2O[C@H]1CN(C)Cc1ccncc1
  A: 0.3; B: .; C: -35; D: -22
COc1ccc(C#Cc2ccc([C@@H]3[C@@H](CO)N4CCCCN(C(=O)Nc5cccc(F)c5)C[C@H]34)cc2)cc1
  A: -2.0; B: -18; C: -79; D: 48
CCC(=O)N[C@H]1C=C[C@H](CC(=O)NCc2ccccc2F)O[C@H]1CO
  A: 0.3; B: .; C: 4; D: 24
O=C(Nc1cc(F)ccc1F)N1CCCCN2[C@H](CO)[C@@H](c3ccc(-c4ccccc4)cc3)[C@H]2C1
  A: -0.1; B: 14; C: -38; D: 36
C[C@H](CO)N1C[C@H](C)[C@H](CN(C)C(=O)Nc2ccccc2)Oc2ncc(Br)cc2C1=O
  A: -0.7; B: -2&-2; C: 1&25; D: -8&1
C[C@H](CO)N1C[C@H](C)[C@H](CN(C)S(=O)(=O)c2cn(C)cn2)Oc2ccc(NS(=O)(=O)c3ccc(F)cc3)cc2C1=O
  A: 1.4; B: 4; C: 26; D: -1
C[C@@H]1CN([C@H](C)CO)C(=O)Cc2cc(NC(=O)CCN3CCOCC3)ccc2O[C@H]1CN(C)CC1CCCCC1
  A: -1.2; B: -4; C: 22; D: -14
Cc1ccc(-c2ccc([C@@H]3[C@@H](CO)N4C(=O)CN(C(=O)NC(C)C)C[C@H]34)cc2)cc1
  A: -0.1; B: -6; C: -43; D: .
COc1ccc(-c2cnc3c(c2)C(=O)N([C@H](C)CO)C[C@H](C)[C@H](CN(C)C(=O)Cc2ccncc2)O3)cc1
  A: 11; B: 6; C: -33; D: 50
O=S(=O)(c1ccccc1)N1CC[C@@H]2[C@H]1c1cc(Br)ccc1N[C@@H]2CO
  A: -1.9; B: -1; C: 8; D: 93
COc1ccc(S(=O)(=O)N(C)C[C@H]2Oc3ccc(NC(=O)Nc4ccc(F)cc4)cc3CC(=O)N([C@H](C)CO)C[C@@H]2C)cc1
  A: 5.9; B: 8; C: -51; D: 11
C[C@H](CO)N1C[C@H](C)[C@H](CN(C)C(=O)Nc2cccc3ccccc23)Oc2ncc(-c3cccc(F)c3)cc2C1=O
  A: -2.6; B: 25; C: -12; D: .
O=C(C[C@@H]1CC[C@H]2[C@@H](COC[C@@H](O)CN2C(=O)Nc2ccc(C(F)(F)F)cc2)O1)NCC1CC1
  A: 0.1; B: -18; C: -3; D: -39
C/C=C/c1ccc2c(c1)O[C@@H](CN(C)C(=O)c1cnccn1)[C@@H](C)CN([C@@H](C)CO)S2(=O)=O
  A: 0.5; B: 1; C: -20; D: .
C[C@@H](NC(=O)C[C@H]1C[C@H]2c3cc(NS(C)(=O)=O)ccc3O[C@H]2[C@@H](CO)O1)c1ccccc1
  A: 0.5; B: 0; C: 6; D: .
COc1ccccc1-c1cn(CC[C@@H]2CC[C@H](NS(=O)(=O)c3ccccc3C)[C@H](CO)O2)nn1
  A: 0.3; B: -3; C: -19; D: .
C[C@H](O)C#Cc1ccc2c(c1)O[C@@H](CN(C)C(=O)c1ccccc1)[C@H](C)CN([C@@H](C)CO)S2(=O)=O
  A: 2.1; B: -1; C: -15; D: 5
CCNC(=O)C[C@H]1CC[C@H]2[C@@H](COc3ccc(NC(=O)Cc4ccccc4)cc3C(=O)N2C)O1
  A: -1.6; B: 4; C: 6; D: 7
C[C@H]1CN([C@@H](C)CO)C(=O)c2cccc(NS(C)(=O)=O)c2O[C@@H]1CN(C)C(=O)Nc1ccc(F)cc1
  A: 0.4; B: 0; C: 20; D: 5
Cc1noc(C)c1NC(=O)NC[C@H]1CC[C@H]2[C@H](CN2Cc2cccc(-c3ccccn3)c2)O1
  A: .; B: 4; C: 20; D: .
O=C(Cc1ccncc1)Nc1ccc2c(c1)[C@H]1C[C@H](CC(=O)N3CCc4ccccc4C3)O[C@H](CO)[C@H]1O2
  A: 14; B: 7; C: 10; D: 62
COc1cccc(CN(C)C[C@@H]2OCc3cnnn3CCCC(=O)N([C@H](C)CO)C[C@H]2C)c1
  A: -0.4; B: 5&-1; C: -12&-7; D: 38&-26
CNC[C@@H]1OCCCC[C@H](C)Oc2ccc(NS(=O)(=O)c3ccc(C)cc3)cc2C(=O)N([C@@H](C)CO)C[C@@H]1C
  A: -1.0; B: -3; C: -16; D: 31
C[C@@H]1CN([C@@H](C)CO)C(=O)c2cc(NC(=O)Cc3cn(C)c4ccccc34)ccc2O[C@@H]1CN(C)C(=O)Nc1cccc2ccccc12
  A: -5.4; B: .; C: -54; D: -2
COc1ccc(CN(C)C[C@H]2OCCCC[C@@H](C)Oc3ccc(NC(=O)Cc4ccccc4)cc3C(=O)N([C@@H](C)CO)C[C@@H]2C)cc1
  A: -1.3; B: 1; C: -39; D: 41
CCC(=O)Nc1ccc2c(c1)C(=O)N(C)C[C@@H](OC)[C@H](C)CN(C(=O)Nc1ccccc1F)[C@H](C)CO2
  A: 1.0; B: .; C: 0; D: 45
CN1CCN(C(=O)C[C@H]2CC[C@@H](NC(=O)Nc3ccccc3F)[C@H](CO)O2)CC1
  A: -0.9; B: -4; C: 21; D: 4
O=C(CC1CC1)N1CC(=O)N2[C@H](C1)[C@@H](c1ccc(C#Cc3ccc(F)cc3)cc1)[C@@H]2CO
  A: 0.0; B: -8; C: -14; D: .
O=C(C1CCOCC1)N1CC(=O)N2[C@H](CO)[C@@H](c3ccc(C4=CCCC4)cc3)[C@H]2C1
  A: 1.0; B: -15; C: 7; D: .
COc1ccc(C#Cc2ccc([C@@H]3[C@@H](CO)N4CCCCN(C(=O)Nc5cccc(F)c5)C[C@@H]34)cc2)cc1
  A: -3.3; B: 51; C: -24; D: 65
COc1ccc2c3c(n(C)c2c1)[C@@H](CO)N(C(=O)Cc1ccccn1)CC31CN(CC2CCOCC2)C1
  A: -0.3; B: -2; C: 3; D: .
COc1ccc(S(=O)(=O)Nc2ccc3c(c2)C(=O)N([C@H](C)CO)C[C@H](C)[C@H](CN(C)C(=O)c2ccccc2)OCCCC[C@@H](C)O3)cc1
  A: 5.1; B: 1; C: -12; D: 25
CCCN1C[C@H](C)[C@@H](OC)CN(C)C(=O)c2cc(NC(=O)COC)ccc2OC[C@H]1C
  A: -1.0; B: -8; C: 21; D: 8
C[C@@H]1CN([C@@H](C)CO)S(=O)(=O)c2ccc(-c3ccc(F)cc3)cc2O[C@H]1CN(C)Cc1cccc(F)c1
  A: -2.4; B: 30; C: -22; D: 88
C[C@H]1CN([C@@H](C)CO)C(=O)c2cc(/C=C/c3ccccc3)cnc2O[C@H]1CN(C)C(=O)c1ccccc1
  A: 2.8; B: -6; C: -55; D: 49
C[C@@H]1CN([C@H](C)CO)C(=O)c2cccc(NC(=O)Nc3ccc(F)cc3)c2O[C@H]1CN(C)C(=O)Nc1cccc2ccccc12
  A: 0.7; B: 6; C: 1; D: 52
CO[C@@H]1CN(C)C(=O)c2cc(NS(=O)(=O)c3ccc(C)cc3)ccc2OC[C@H](C)N(C)C[C@H]1C
  A: -1.7; B: -1; C: -6; D: 18
O=C(C[C@H]1C[C@@H]2c3cc(NS(=O)(=O)c4ccc(F)cc4)ccc3O[C@@H]2[C@@H](CO)O1)NCc1cccc(F)c1
  A: -2.2; B: 2; C: -8; D: -9
COc1cccc(CN2CC3(CN(CC4CCOCC4)C3)c3c([nH]c4cc(OC)ccc34)[C@@H]2CO)c1
  A: -0.6; B: 6; C: -17; D: .
C[C@H](CO)N1C[C@H](C)[C@H](CN(C)Cc2ccncc2)OCCCC[C@H](C)Oc2ccc(NS(=O)(=O)c3cn(C)cn3)cc2C1=O
  A: -0.4; B: -1; C: 43; D: -53
CCC(=O)N1CCCCN2[C@H](C1)[C@@H](c1ccc(-c3cccc(C#N)c3)cc1)[C@@H]2CO
  A: -1.2; B: -4; C: -37; D: 7
C[C@H](CO)N1C[C@H](C)[C@H](CN(C)CC2CC2)Oc2ccc(NS(=O)(=O)c3ccc(F)cc3)cc2C1=O
  A: -1.3; B: 0&-4; C: -2; D: .
COc1ccc(NC(=O)N(C)C[C@@H]2Oc3cc(-c4ccncc4)ccc3S(=O)(=O)N([C@H](C)CO)C[C@@H]2C)cc1
  A: 37*; B: 21; C: -32; D: 17
O=C(C[C@H]1C[C@@H]2c3cc(NC(=O)Nc4ccccc4)ccc3O[C@@H]2[C@H](CO)O1)NC1CCCCC1
  A: -1.4; B: .; C: -29; D: 13
COc1ccccc1CNC(=O)C[C@H]1C[C@@H]2c3cc(NS(C)(=O)=O)ccc3O[C@@H]2[C@@H](CO)O1
  A: -0.1; B: 0; C: 2; D: 31
CCCNC(=O)C[C@@H]1C[C@H]2c3cc(NS(=O)(=O)c4ccc(OC)cc4)ccc3O[C@H]2[C@@H](CO)O1
  A: 2.6; B: -4; C: 15; D: 49

Going on with the list:
Key to letters: A = KDM4C inh; B = C diff HTS; C = Pf Dd2 inh; D = T cruzi growth
O=C(c1ccccc1F)N1C[C@H]2[C@@H](c3ccccc31)[C@@H](CO)N2CC1CCCCC1
  A: -1.4; B: 60; C: -5; D: 57
CC=Cc1ccc2n(c1=O)C[C@H]1[C@H](CO)[C@@H](C(=O)NCC3CC3)N(C(C)=O)[C@@H]21 (mixture of isomers)
  A: -0.7; B: 5; C: 5; D: .
O=C(Nc1cc(F)ccc1F)N[C@@H]1CC[C@H](CC(=O)N2CCc3ccccc3C2)O[C@@H]1CO
  A: 3.9; B: .; C: -27; D: 25
O=C(C[C@H]1C=C[C@@H](NC(=O)C2CCC2)[C@H](CO)O1)NCc1ccncc1
  A: 1.5; B: 1; C: 4; D: -28
CNC[C@@H]1Oc2ccc(NC(=O)Nc3cccc4ccccc34)cc2CC(=O)N([C@@H](C)CO)C[C@H]1C
  A: -0.6; B: -1; C: 9; D: 25
C[C@@H]1CN([C@H](C)CO)C(=O)c2cc(NS(=O)(=O)c3cccs3)ccc2O[C@@H](C)CCCCO[C@@H]1CN(C)C(=O)c1ccccc1
  A: -0.2; B: 6; C: -23; D: 59
COc1ccccc1NC(=O)N[C@@H]1CC[C@@H](CC(=O)NCc2ccc(Cl)c(Cl)c2)O[C@H]1CO
  A: -2.2; B: 4; C: -13; D: -64
CCCN1[C@@H]2c3cccc(=O)n3C[C@H]1[C@H](CO)[C@H]2C(=O)N1CCCCC1
  A: 0.4; B: -2; C: 8; D: 19
CN1CCN(C(=O)C[C@H]2C[C@H]3c4cc(NC(=O)C5CCOCC5)ccc4O[C@H]3[C@@H](CO)O2)CC1
  A: 1.4; B: 1; C: 6; D: -16
O=C(N[C@H]1CC[C@@H](CCNS(=O)(=O)c2ccc(Cl)cc2)O[C@H]1CO)c1cccnc1
  A: 2.7; B: 9; C: -8; D: 3
C/C=C/c1ccc2c(c1)O[C@H](CN(C)C(=O)NC1CCCC1)[C@@H](C)CN([C@H](C)CO)S2(=O)=O
  A: 0.9; B: 1; C: 2; D: .

An excerpt from above in order of SMILES length, low to high:
Key to letters: A = KDM4C inh; B = C diff HTS; C = Pf Dd2 inh; D = T cruzi growth
CCCN1[C@@H]2c3cccc(=O)n3C[C@H]1[C@H](CO)[C@H]2C(=O)N1CCCCC1
  A: 0.4; B: -2; C: 8; D: 19
O=C(N[C@H]1CC[C@@H](CCNS(=O)(=O)c2ccc(Cl)cc2)O[C@H]1CO)c1cccnc1
  A: 2.7; B: 9; C: -8; D: 3
COc1ccccc1NC(=O)N[C@@H]1CC[C@@H](CC(=O)NCc2ccc(Cl)c(Cl)c2)O[C@H]1CO
  A: -2.2; B: 4; C: -13; D: -64
C/C=C/c1ccc2c(c1)O[C@H](CN(C)C(=O)NC1CCCC1)[C@@H](C)CN([C@H](C)CO)S2(=O)=O
  A: 0.9; B: 1; C: 2; D: .
C[C@@H]1CN([C@H](C)CO)C(=O)c2cc(NS(=O)(=O)c3cccs3)ccc2O[C@@H](C)CCCCO[C@@H]1CN(C)C(=O)c1ccccc1
  A: -0.2; B: 6; C: -23; D: 59

From PubChem
